CRFR2-BP antag: antagonists of CRF-BP/CRF-R2 complex, primary screen, cell-based, HEK293, calcium dye fluorescence, uHTS | inhibition, % at 11.8 µM | actives 0.59% (n = 350,000) | CRF-induced calcium fluorescence;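 active means inhibition of the ligand-induced calcium signal above about 50% at the single tested concentration, limit read from the data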
GalR3 antagonist: GalR3 antagonists in HEK293 cells, primary screen, cell-based, fluorescence readout; HEK293 GalR3-CNG cAMP membrane potential fluorescence; galR3 body fused to GalR1 C-terminus; actives 0.44% (n = 360,000); inhibition, % at 3 µM; Galanin receptor type 3 (Homo sapiens), O60755;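 active means inhibition above the screen-wide average plus 3 SD, cut at about 13% in these data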;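 further: forskolin and galanin both at EC90 stimulate the cells; cAMP rise reported by CNG channel membrane potential dye signal; 0% = forskolin plus galanin with DMSO and 100% = forskolin alone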
MEKK3 PB1 HTS: modulators of MEKK3-MEK5 PB1 binding, primary screen, biochemical, wildtype MEKK3, multiplex bead flow cytometry, Alexa488-MEK5. Mitogen-activated protein kinase kinase kinase 3 (Homo sapiens), Q99759. bead-based flow cytometry, Alexa488-MEK5 binding to MEKK3; actives lie on both sides; 0 = blocked by unlabeled MEK5, 100 = vehicle. binding response (% of control), % at 10 µM. actives 1.4% (n = 290,000);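 active means binding response more than 3 SD above or below the average of its plate-row segment, actives on both sides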;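 further: Alexa488 bead fluorescence after subtracting the streptavidin-only scavenger bead signal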
CRFR2-BP ag: agonists of CRF-BP/CRF-R2 complex, primary screen, cell-based, HEK293, calcium dye fluorescence, uHTS; calcium dye fluorescence (FLIPR); percent of saturating CRF peptide response; CRF-binding protein / CRF receptor 2 complex (human); actives 0.46% (n = 350,000); activation, % at 13.2 µM;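 active means activation of at least 50%, plus an integration ratio under a set limit after plate pattern correction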;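 further: plate controls were neutral control wells without compound for no effect and CRF at EC100 for full effect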
IDE cell inh: human IDE inhibitors in live cells, primary screen, fluorescence polarization, HEK cells, FAbetaB substrate | FAbetaB cleavage | inhibition, % at 5.59 µM | actives 0.41% (n = 320,000);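 active means percent inhibition above the average of all tested compounds plus 3 SD, set per screening campaign, cut at about 16% in these data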;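 further: IDE supplied by intact live HEK cells; FP after avidin binding of uncleaved biotin substrate so inhibition keeps polarization high; 0% = DMSO wells and 100% = 60 µM reference IDE inhibitor Ii1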
IDE act: human IDE activators in live cells, primary screen, fluorescence polarization, HEK cells, FAbeta-B substrate | Insulin-degrading enzyme (Homo sapiens), P14735 | FAbeta-B cleavage; 0% vehicle, 100% cell-free pure enzyme wells | activation, % at 5.96 µM | actives 0.073% (n = 340,000);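 active means activation above the mean of all tested compounds plus 3 SD, set per screening campaign, cut at about 17% in these data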
PHOSPHO1 block: PubChem AID 1565. inhibition, % at 13.3 µM. actives 1.1% (n = 290,000). Phosphoethanolamine/phosphocholine phosphatase (Homo sapiens), Q8TCT1. recombinant PHOSPHO1, absorbance phosphatase assay; in the data active means inhibition above about 60%
p-CIP stab down: p/CIP-EGFP fusion destabilizers, primary screen, fluorescence, F442A cells; Q05BA5; 16 h; decrease of EGFP signal, % at 10 µM; actives 0.01% (n = 290,000); AID 1984, 2009;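 active means EGFP signal decrease of at least 30% at 10 µM or well 3 SD below plate mean, unless failing retest; inactive means the rest, including hits failing retest or dose response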; further: some compounds called inactive have numbers as strong as hits; many of its hits are not listed in these tables
M4 PAM: human M4 muscarinic receptor positive allosteric modulators, primary screen, CHO-K1 cells, Fluo-8 calcium fluorescence. activation, % at 3 µM. AID 624126, 2012. actives 0.4% (n = 360,000). CHO-K1 hM4/Gqi5, ACh EC20; 0% = ACh EC20, 100% = maximal ACh. Muscarinic acetylcholine receptor M4 (Homo sapiens), P08173;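 active means activation above its plate's cutoff, the mean activation of sample wells plus 3 SD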; further: some results filed as inactive read as strong as hits
* hit, by the source's call; / = no result given.

Compound,CRFR2-BP antag,GalR3 antagonist,MEKK3 PB1 HTS,CRFR2-BP ag,IDE cell inh,IDE act,PHOSPHO1 block,p-CIP stab down,M4 PAM
COc1ccccc1NC(=O)c1cc(C(=O)Nc2ccccc2OC)cc([N+](=O)[O-])c1,-5,-8,103,-0.8,7,0,20,-1,5
Cc1nn(CC(=O)NCc2ccccn2)c(C)c1[N+](=O)[O-],-2,-2,102,1.6,4,0,24,-13,2
O=CNc1ccc(S(=O)(=O)NCc2ccccc2)cc1,12,2,98,-2.5,0,6,7,-2,-4
O=[N+]([O-])c1cccc(S(=O)(=O)N2CCCCCC2)c1,-7,4,107,-0.1,2,-1,-2,-5,0
CC(C)C(O)(C#CCN1CCCCC1)C(C)C,17,-3,100,-1.6,-3,2,-9,-2,-6
O=C(N/N=C\c1cc2c(cc1Cl)OCO2)c1cccs1,-12,-3,102,-3.0,3,-4,9,8,0
N/C(Cc1cccc2ccccc12)=N\OC(=O)c1ccccc1F,-10,0,96,0.7,/,4,47,-7,2
COc1cccc(C(=O)NC2CCCc3ccccc32)c1 (stereo unspecified),-16,-3,108,-2.8,9,-1,36,-7,-2
COc1ccc(N(CC(=O)Nc2cc(C)on2)S(=O)(=O)c2cc(C)ccc2C)cc1,-9,-4,101,1.1,-3,1,-5,-4,5
CCOc1ccccc1N(CC(=O)NCc1ccc(OC)cc1)S(C)(=O)=O,3,9,101,0.0,-2,4,-13,19,1
CC1CCC2(CC1)NC(=O)N(NC(=O)CCl)C2=O (stereo unspecified),1,-5,90,2.4,6,-2,24,-6,-7
COc1ccccc1NC(=S)NC1CCCCCCCCCCC1,-22,-5,104,2.2,-1,2,16,-11,-9
COc1ccc(C2Nc3ccccc3C(=O)N2NC(=O)c2ccccc2)cc1OC (stereo unspecified),-2,-5,100,1.4,-2,8,-15,1,14
Cc1ccc(S(=O)(=O)Nc2c(C)n(C)n(-c3ccccc3)c2=O)c(C)c1,8,-9,105,-1.9,0,2,44,-5,1
CCN(CC)S(=O)(=O)c1cc(C)ccc1SC,14,0,99,-0.2,9,2,-18,-7,2

Molecules from the list above that contain nitrogen in an aromatic ring (three):
Compound,CRFR2-BP antag,GalR3 antagonist,MEKK3 PB1 HTS,CRFR2-BP ag,IDE cell inh,IDE act,PHOSPHO1 block,p-CIP stab down,M4 PAM
Cc1nn(CC(=O)NCc2ccccn2)c(C)c1[N+](=O)[O-],-2,-2,102,1.6,4,0,24,-13,2
COc1ccc(N(CC(=O)Nc2cc(C)on2)S(=O)(=O)c2cc(C)ccc2C)cc1,-9,-4,101,1.1,-3,1,-5,-4,5
Cc1ccc(S(=O)(=O)Nc2c(C)n(C)n(-c3ccccc3)c2=O)c(C)c1,8,-9,105,-1.9,0,2,44,-5,1

Other structures.
Compound,CRFR2-BP antag,GalR3 antagonist,MEKK3 PB1 HTS,CRFR2-BP ag,IDE cell inh,IDE act,PHOSPHO1 block,p-CIP stab down,M4 PAM
CCN(CC)CCCN1C(=O)c2oc3ccccc3c(=O)c2C1c1cccc(OC)c1OC (stereo unspecified),17,-8,105,-2.4,-3,-1,6,-1,3
Cn1c(CNC(=O)c2ccc3c(c2)OCO3)nnc1SCC(=O)Nc1ccccc1F,0,-8,99,-0.5,1,3,23,-5,-1
O=C1CCC/C1=C/Nc1ccc(Cl)cc1,-8,-7,95,0.2,-2,-1,9,9,-10
CCCC(=O)Nc1cccc(S(=O)(=O)N(C)c2ccccc2)c1,9,0,91,-2.8,4,-1,-24,-7,3
Nc1c(Cl)cc(-c2csc(N3CCCC3c3nc4cc(Cl)c(N5CCCCC5)cc4n3CCCO)n2)cc1Cl (stereo unspecified),12,-2,103,-1.1,2,-6,/,/,8
CCC(C(=O)OC)n1cnc2scc(-c3ccc(C)c(C)c3)c2c1=O (stereo unspecified),3,-2,108,0.1,4,-2,36,4,-1
Cc1ccc(-c2csc(NC(=O)Cc3ccc(F)cc3)n2)o1,-5,-4,101,0.8,-1,-14,-12,1,-2
CCc1c(C(=O)NNC(=O)Nc2ccc3c(c2)OCO3)csc1C,-8,0,102,-0.1,/,0,23,-10,-3
CC(=O)N(C)C(c1ccc(N(C)C)cc1)c1nnnn1-c1c(C)cccc1C (stereo unspecified),1,-3,89,-0.4,3,3,-18,-6,1
CC(C)(C)C(=O)NC1=NCCS1,-1,5,99,0.5,6,7,10,-11,0
CCO[C@H]1OC(C(=O)N2CCN(Cc3ccccc3)CC2)=C[C@@H](C)[C@@H]1CCCO,-6,-5,101,0.1,-1,-4,16,11,5
Cn1cc(CC(=O)NCCCN2CCCC2)c2ccccc21,2,-5,107,-1.2,-6,2,16,4,-11
COc1ccc(-n2nnnc2SCC(=O)NCCc2ccc(OC)c(OC)c2)cc1,12,-2,97,-1.2,9,-1,3,5,6
O=C(NC1C/C=C\C(c2ccccc2)N(c2ccccc2)C(=O)C1)OCC1c2ccccc2-c2ccccc21 (stereo unspecified),-1,/,/,0.7,/,1,/,/,4
Cc1cccc(/C=N/NC(=O)CN2CCCCCCC2)c1,-2,-5,107,-2.5,-1,4,2,2,5

Additional compounds follow.
Compound,CRFR2-BP antag,GalR3 antagonist,MEKK3 PB1 HTS,CRFR2-BP ag,IDE cell inh,IDE act,PHOSPHO1 block,p-CIP stab down,M4 PAM
Cc1ccc(S(=O)(=O)N2CCCOC2CNC(=O)C(=O)NCc2ccc3c(c2)OCO3)cc1 (stereo unspecified),1,2,102,0.6,0,8,8,8,5
Cc1cc(C)c(S(=O)(=O)c2cccc(Br)c2C)c(Cl)n1,-1,-14,100,0.8,/,-1,/,-12,-8
COCCCNC(=S)NC(=O)c1ccc([N+](=O)[O-])cc1,4,-2,89,-0.9,5,4,-15,-11,0
CCCCNC(=O)CNC(=S)N(Cc1ccccc1F)C1CCCCC1,-8,-2,131*,-0.6,2,-1,-5,3,-2
CCCCNC(=S)Nc1cc(S(=O)(=O)N2CCCCC2)ccc1C,-7,-8,102,1.9,-3,-3,8,-1,-11
Clc1ccc(Sc2cnc3ccccc3n2)cc1,18,-1,103,3.6,5,5,-46,-14,14
CC1CCN(c2c(NCC3CCC(C(=O)NCCC4=CCCCC4)CC3)c(=O)c2=O)CC1 (stereo unspecified),-3,-5,119,-0.2,10,3,19,-6,5
CCOC(=O)c1c(NC(=O)Cc2ccccc2)sc2c1CC(C)(C)NC2(C)C,-37,-2,104,-0.3,3,5,10,-11,-1
Cc1cc(C)c2nc(N(CCN(C)C)C(=O)/C=C/c3cccs3)sc2c1,-17,-1,101,1.9,1,8,-4,-1,5
O=C(COc1ccc([N+](=O)[O-])cc1)Nc1ccc(C(=O)NCc2cccnc2)cc1,18,-4,93,-0.4,1,3,32,-11,-5
CC(C)Oc1ccc(S(=O)(=O)N2CCOCC2)cc1NC(=O)CSC(=S)N1CCCC1,17,-3,/,0.9,/,/,/,/,-1
CCn1c(SCC(=O)N/N=C/c2ccccc2OCC(=O)O)nnc1-c1ccccc1,1,/,125,3.0,5,/,28,-4,/
CCOC(=O)C1(Cc2cccc(Cl)c2)CCCN(C(=O)c2occc2C)C1 (stereo unspecified),22,-12,103,-1.1,2,0,36,-16,-13
COc1ccccc1CNC(=O)Cn1c(=O)c2cccn2c2cccnc21,-4,-7,101,-0.2,-1,5,38,-22,2
COCC1CCCN(Cc2nc(Cc3ccccc3)no2)C1 (stereo unspecified),-11,1,99,-1.9,4,9,50,-6,10

(next part)
Compound,CRFR2-BP antag,GalR3 antagonist,MEKK3 PB1 HTS,CRFR2-BP ag,IDE cell inh,IDE act,PHOSPHO1 block,p-CIP stab down,M4 PAM
COC(=O)c1ccc(C23CC4(C2)[C@H](CN(Cc2ccc(-c5ccccc5)cc2)[C@@H]4c2ccccc2)C3c2ccc(Cl)nc2)cc1 (stereo partly specified),20,-1,105,1.8,4,/,18,-7,/
COc1ccc(CNC(=O)c2cc3c(=O)[nH]c4ccccc4c3n2C)cc1,-25,-5,109,-1.2,5,4,-2,2,6
CC(=O)C1C(c2cn(-c3ccccc3)nc2-c2cccs2)NC(=O)NC1(O)C(F)(F)F (stereo unspecified),-45,/,/,3.4,1,0,47,12,13
CC(=O)c1ccc(O)c(CO)c1,9,-3,104,-1.5,4,1,-32,-17,-1
NC(=O)N/N=C/c1ccc(-c2cccc(C(F)(F)F)c2)o1,-17,1,91,-1.4,1,7,24,0,4
Cc1ccccc1NC(=O)N1CCC(NC(=O)C2CCCCC2)CC1,5,-8,97,-1.0,8,-2,31,-10,2
CCOc1ccc(C2C(C(=O)OC)=C(C)N=C3SCCC(=O)N32)cc1OCC (stereo unspecified),8,-3,102,-0.6,3,4,2,28,-3
CCC(NC(=O)C1CCCC1)c1ccc(C)cc1 (stereo unspecified),14,-4,100,-1.2,5,-2,/,7,-2
Cc1onc(-c2ccccc2)c1CNS(=O)(=O)c1cccc(Cl)c1,12,1,95,-0.1,1,-3,-1,2,-6
CC(C)OC(=O)c1nnn(-c2nonc2N)c1CN1CCCCCC1,16,1,101,0.6,-1,4,-14,-7,-2
CC(C)C(=O)Nc1ccc(NC(=O)c2ccc(COc3ccccc3)cc2)cc1,16,-8,97,-0.5,1,1,3,4,2
Cc1nc2ccc([N+](=O)[O-])cc2c(=O)n1Cc1ccc(Br)cc1,5,-10,102,1.3,2,2,30,-12,-3
Cc1ccc(-c2csc(SCC(=O)c3c(N)n(C4CC4)c(=O)[nH]c3=O)n2)cc1,16,-5,/,2.9,/,-6,/,/,0

Assay outcomes: PubChem BioAssay, several laboratories
